From PubChem BioAssay
Mito fusion act: mitochondrial division inhibition or fusion activation | Potency, µM (series often up to 46.1 µM), for the others: top-dose growth rescue (activation), actives largely listed as activators | 320,000 compounds, 0.23% hits | S. cerevisiae fusion-defective mutant growth rescue, CellTiterGlo 48 h;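 also: potency is read from the fitted curve at half-maximal effect; % of control where 0% means no effect; nearly all actives have a fitted effect of over 45% in size; temperature-sensitive fusion mutants such as fzo1-1 at 37 °C on non-fermentable ethanol glycerol medium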
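Temperature-sensitive fusion-defective S. cerevisiae (e.g. fzo1-1, mgm1-5) were grown with compound in YPEG medium (3% ethanol, 3% glycerol) for 48 hours at 37C. Growth rescue was measured as viability by CellTiterGlo luminescence after 10 minutes at ambient.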
A-T KAP1 phos: candidate therapy for ataxia-telangiectasia | […] A-T fibroblasts, KAP-1 phosphorylation AlphaLISA; neocarzinostatin DNA damage 30 min before lysis | Potency, µM (highest dose often 57.5 µM), without a hit: at the top dose activation, most hits filed as activators | 320,000 compounds, 0.19% hits | AID 485349; also: potency is read from the fitted curve at half-maximal effect; % of control where 0% means no effect; nearly all actives have a fitted effect of over 45% in size
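ATM-like activity read as KAP-1 phosphorylation via AlphaLISA donor/acceptor antibody pairs after lysis and 6 hr at 25C. Cells were ATM-null patient fibroblasts ([…], hTERT), dosed 60 min, then exposed to the DSB inducer NCS for 30 min.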
PTAP TSG101 blk: blocks PTAP/TSG101 interaction to inhibit HIV-1 budding. Q99816. Fluorescence polarization, FITC-PTAP peptide / Tsg101 binding. Potency, µM (series often up to 115 µM), without a hit: at the highest dose activity change, negative = inhibition, most hits filed as inhibitors. 340,000 tested, under 10 active; active = well fitted inhibition curve with a large enough effect in the main read-out, with a control signal flat, not every such curve was filed as active; inconclusive = small, poorly fitted or top-dose-only effect, or effect the other way, or a change in a side signal; inactive = no such curve, though single readings can be large or run the other way; also: potency is read from the fitted curve at half-maximal effect; % of control where 0% means no effect
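Compounds were pin-transferred onto Tsg101 binding domain (10 uM final) in HEPES pH 7.5 buffer, then FITC-PTAP peptide was added at 50 nM final. After 20 min at RT, polarization reported peptide displacement across a qHTS concentration series.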
TSHR antagonist: antagonists of human thyroid stimulating hormone receptor; TSHR-expressing cells, TSH-stimulated cAMP HTRF, 2 h; active compounds read low; activity change, negative = inhibition, % at 11.5 µM; 330,000 compounds, 0.2% hits; AID 504810;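 active = activity change below a set negative limit, meaning inhibition stronger than a set level, cut at about -70% in these data; inconclusive = activity change between two set negative limits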; also: % is scaled to controls: 0 for no effect and ±100 for the full control effect
Target sequence (P16473 whole entry, looked up): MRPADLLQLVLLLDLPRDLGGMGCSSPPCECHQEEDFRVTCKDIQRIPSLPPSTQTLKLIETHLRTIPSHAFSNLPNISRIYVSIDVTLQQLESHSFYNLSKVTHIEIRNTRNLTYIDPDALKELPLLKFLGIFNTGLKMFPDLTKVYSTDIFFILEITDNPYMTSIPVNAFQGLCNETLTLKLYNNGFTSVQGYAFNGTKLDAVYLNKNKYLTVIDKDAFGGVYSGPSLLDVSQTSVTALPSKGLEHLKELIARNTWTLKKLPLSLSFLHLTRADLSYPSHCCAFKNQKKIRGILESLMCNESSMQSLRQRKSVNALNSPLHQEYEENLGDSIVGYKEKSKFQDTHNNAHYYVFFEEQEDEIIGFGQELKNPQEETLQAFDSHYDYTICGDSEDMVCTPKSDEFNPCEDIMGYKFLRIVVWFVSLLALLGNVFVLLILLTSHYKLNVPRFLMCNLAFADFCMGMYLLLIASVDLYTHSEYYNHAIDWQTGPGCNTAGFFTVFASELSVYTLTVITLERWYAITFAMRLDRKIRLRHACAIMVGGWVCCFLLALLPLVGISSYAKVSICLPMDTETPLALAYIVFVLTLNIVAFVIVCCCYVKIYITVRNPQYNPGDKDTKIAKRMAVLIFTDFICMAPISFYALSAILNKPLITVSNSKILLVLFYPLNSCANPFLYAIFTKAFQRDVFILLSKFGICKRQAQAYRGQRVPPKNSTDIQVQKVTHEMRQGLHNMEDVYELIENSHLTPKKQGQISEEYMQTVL
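TSHR-expressing cells were treated with compounds, then stimulated with TSH at EC80 (4nM final) for 2 hours at 37 deg C. Cellular cAMP was measured by HTRF competition between lysate cAMP and cAMP-d2 for a cryptate-labelled anti-cAMP antibody.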
Menin MLL FP TR: menin-MLL binding inhibition, Texas Red mutant peptide; O00255; Menin + Texas Red MLL mutant peptide, fluorescence polarization; Potency, µM (series often up to 61.6 µM), without a hit: at the top dose FP activity change, negative = inhibition, usual class: inhibitors; 270,000 compounds, 0.23% hits; active = well fitted inhibition curve with a large enough effect in the polarisation, with a control signal flat, not every such curve was filed as active; inconclusive = small, poorly fitted or top-dose-only effect, or effect the other way, or a change in a side signal; inactive = no such curve, though single readings can be large or run the other way; the % refers to the polarisation; also: potency is read from the fitted curve at half-maximal effect; % of control where 0% means no effect; many of its hits are not listed in these tables
CXXC DNA block: blocks binding of human MLL CXXC domain to DNA; Q03164; MLL-CXXC / FITC-HOXA9 DNA fluorescence polarization; Potency, µM (top dose mostly 115 µM), for inactives: top-dose activity change, negative = inhibition, hits mostly inhibitors; 290,000 compounds, 0.037% hits; AID 2662; active = well fitted inhibition curve with a large enough effect in the polarisation, with a control signal flat, not every such curve was filed as active; inconclusive = small, poorly fitted or top-dose-only effect, or effect the other way, or a change in a side signal; inactive = no such curve, though single readings can be large or run the other way; the % refers to the polarisation; also: potency is read from the fitted curve at half-maximal effect
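Fluorescence polarization: 7 uM MLL-CXXC (stock) preincubated 5 min with compounds, then 50 nM fluorescein-HOX-A9 DNA (stock) added; 30 min ambient. Buffer 50 mM Tris-HCl pH 7.5, 50 mM NaCl, 1 mM DTT, 0.05% BSA.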
S-ASM inh: inhibitors of human secretory acid sphingomyelinase | P17405 | placental ASM, HMU-PC fluorogenic substrate, 60 min | Potency, µM (series often up to 57.5 µM), for the others: at the top dose activity change, negative = inhibition, hits mostly inhibitors | 340,000 compounds, 0.006% hits; also: potency is read from the fitted curve at half-maximal effect
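qHTS format. ASM enzyme prepared from human placenta hydrolyses the fluorogenic substrate HMU-PC0 (9 uM final) over 60 min at 37 °C after a 10 min compound preincubation.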
MBNL1-CUG inh: blocks human MBNL1 binding to CUG repeat RNA; TR-FRET MBNL1-His/biotin-(CUG)12 binding, 665/545 ratio; 280,000 compounds, 0.036% hits; Potency, µM (titrated, usually from 57.5 µM), for the others: at the top dose activity change, negative = inhibition, most hits filed as inhibitors; AID 2675; active = well fitted inhibition curve with a large enough effect in the signal ratio, with a control signal flat, not every such curve was filed as active; inconclusive = small, poorly fitted or top-dose-only effect, or effect the other way, or a change in a side signal; inactive = no such curve, though single readings can be large or run the other way; the % refers to the signal ratio; also: potency is read from the fitted curve at half-maximal effect; % is scaled to controls: 0 for no effect and ±100 for the full control effect
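Inhibition of protein-RNA binding appears as loss of TR-FRET between terbium anti-His antibody on MBNL1-His and streptavidin-XL665 on biotin-(CUG)12. Activity is normalized to buffer-only and uninhibited-complex controls.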
TCR activator: activates T cell receptor signaling. primary human leukocytes, anti-CD3, IL-2 HTRF, 48 h. Potency, µM (series often up to 9.22 µM), for the others: at the top dose activation of IL-2 secretion, actives largely listed as activators. 330,000 tested, under 10 active. AID 504894; also: % of control where 0% means no effect
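TCR engagement came from a-CD3 beads alone, with compounds added to primary human leukocytes for 48 hr. Secreted IL-2 bridged europium cryptate- and d2-labelled anti-IL-2 antibodies, giving FRET emission at 665nm after 320nm excitation.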
Integrin act MD: integrin-mediated muscular dystrophy alleviation activation | 350,000 compounds, 0.064% hits | alpha7betagal myoblasts, beta-gal FDG fluorescence, 48 h | Potency, µM (series often up to 38.3 µM), without a hit: at the highest dose activation, actives largely listed as activators;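 also: potency is read from the fitted curve at half-maximal effect; 100% = response of the positive control SU9516; nearly all actives have a fitted effect of over 60% in size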
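Alpha7betagal+/- myoblasts (passage 13) were plated 16-24 hr, then exposed to compounds (1:260 dilution of DMSO stock) for 48 hours at 37C. After MPER lysis, β-galactosidase reporter activity was read as FDG fluorescence (ex 480/em 540) after 30 minutes.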
Active calls of the source: *; ? = inconclusive; nt = no result given; [ ] = remark or other dose. Unless noted, calls follow the shape of the dose curve; as a rule, active = well fitted curve in the direction sought with a large enough effect; inconclusive = small, poorly fitted or top-dose-only effect, or another doubt; inactive = no such curve, though single readings can be large; an effect the other way counts as inactive or inconclusive. A portion of the library; the hit share may differ from the screen's.

SMILES	Mito fusion act	A-T KAP1 phos	PTAP TSG101 blk	TSHR antagonist	Menin MLL FP TR	CXXC DNA block	S-ASM inh	MBNL1-CUG inh	TCR activator	Integrin act MD
COc1ccc(Cc2n[nH]c(=S)n(N)c2=O)cc1	-8%	-1%	-4%	-4	42%[activator]	9%	2%	nt	-1%	8%
CC(C)NC(=O)CSc1nnc2sc3ccccc3n12	0%	-6%	-7%	-9	-2%	-4%	5%	-13%	-2%	3%
COc1ccc(NS(=O)(=O)c2cc(NC(=O)CCc3ccccc3)ccc2N2CCOCC2)cc1	nt	nt	-2%	nt	nt	nt	-11%	nt	3%	3%
O=C(Nc1ccccc1)NC1CC2CCC(C1)N2Cc1nnnn1Cc1ccc2c(c1)OCO2 (stereo not drawn)	0%	4%	-7%	-2	1%	2%	-2%	-5%	6%	-24%
Cc1ccc(OCc2nc(-c3ccc(Cl)cc3)n[nH]2)cc1	?	-8%	-2%	-13	26%	6%	-5%	-3%	nt	8%[7.66 µM]
O=C(COC(=O)c1ccccc1NC(=O)c1ccccc1)c1cccc([N+](=O)[O-])c1	11%	5%	0%	7	15%	-2%	1%	6%	-3%[46.1 µM]	-4%
CCCCn1c(O)c(N=NC(=O)c2ccccc2NS(=O)(=O)c2cccs2)c2ccccc21	-6%	5%	-3%	1	?	4%	-8%	-1%	0%[46.1 µM]	-7%
O=C(Nc1cnn(Cc2c(Cl)cccc2Cl)c1)C(c1ccccc1)c1ccccc1	0%	nt	-2%	-6	8%	28%	-9%	-5%	2%	-27%
CCCCN(C)C(=O)Cn1nc(-c2ccc(Cl)cc2)ccc1=O	10%	-8%	1%	4	?	-17%	-1%	?	-7%	-21%
CC(=O)Nc1ccc(Nc2nc(C(F)(F)F)nc3c2nnn3Cc2ccccc2Cl)cc1	0%	-8%	-3%	-20	?	-2%	12%	9%	-5%	-22%
O=C(CC(c1ccccc1)c1ccccc1O)NCc1ccccc1 (stereo not drawn)	7%	0%	-3%	-3	14%	3%	-3%	-3%	0%	-25%
CCN(CC)CCC(=O)NN	4%	-17%	1%	19	-1%	0%	-2%	15%	-3%	16%
CCOc1ccc(/C=N/NC(=O)C2CC2)c(OCC)c1	-1%	7%	-5%	-1	nt	3%	-3%	3%	-1%	-33%[inhibitor]
CCSc1nc(C(F)(F)F)cc(=O)n1-c1ccccc1	1%	-3%	-10%	2	-19%	-8%	-1%	-11%	-3%	9%
O=S(=O)(NCC(c1ccccc1)N1CCC(O)CC1)c1ccc(Cl)cc1 (stereo not drawn)	-11%	4%	-2%	13	-2%	11%	3%	2%	0%	22%
N#Cc1cccc(NC(=O)Cn2cnc(S(=O)(=O)N3CCOCC3)c2)c1	-3%	25%	-4%	0	nt	-5%	1%	-10%	-1%	2%
CCCn1nc2cc(C(=O)NCc3ccccc3OC)ccc2c1OCC	0%	5%	0%	7	?	0%	26%	?	2%	0%
O=c1[nH]c(C2CCCN(S(=O)(=O)c3ccccc3)C2)nc2c1nnn2Cc1ccccc1Br (stereo not drawn)	-7%	-3%	-7%	-15	24%	5%	-25%	-1%	-1%	2%
O=C(O)CC1(CC(=O)NCc2cc(F)cc3c2OCOC3)CCCCC1	-2%	1%	-5%	13	nt	15%	-5%	nt	8%	13%
CC(C)Cc1ccc(C(C)C(N)=NCCc2ccccc2)cc1 (stereo not drawn)	0%	-6%	0%	12	?	?	-2%	-6%	2%	-73%[inhibitor]
CN(C(=O)c1ccccc1C(=O)OCC(=O)Nc1cccc(Br)c1)c1ccccc1	7%	0%	-5%	-17	nt	nt	-6%	nt	nt	26%
O=C(c1cc(F)ccc1F)C1CCCN(C(=O)c2cccs2)C1 (stereo not drawn)	8%	1%	-2%	-9	-1%	-3%	-3%	nt	nt	-8%
CCOc1ccc(S(=O)(=O)N(CC)CC(=O)NC2CC2)cc1	0%	-1%	-5%	6	nt	0%	-1%	0%	2%	8%
COc1cc(OC)c(C(=O)NNC(=S)NC2CCCCC2)cc1OC	-3%	2%	-1%	-1	5%	8%	3%	-13%	5%[46.1 µM]	10%
CC1=CC(C)C(/C=N/n2cnnc2)C(C)C1 (stereo not drawn)	4%	-4%	-6%	8	5%	0%	2%	-3%	-1%	-9%
Cc1ccc(C(=O)NNC2=Nc3cc([N+](=O)[O-])ccc3OC2)cc1	-2%	0%	1%	-8	nt	15%	0%	nt	0%	2%
COc1ccc(C2C(C(N)=O)=C(C)Nc3nc(CCCO)nn32)cc1 (stereo not drawn)	-1%	0%	0%	1	16%	-4%	-1%	-6%	-2%	0%
COc1cccc(NC(=O)Cn2c(-c3cncs3)nc3ccccc32)c1	-1%	0%	0%	1	9%	0%	1%	-4%	-5%	-14%
O=C(Nc1nnc(-c2ccccc2F)s1)Nc1ccccc1F	-3%	-2%	-5%	9	-9%	7%	36%[activator]	1%	-1%	17%
CN(C(=O)CCN1C(=O)/C(=C/c2ccccc2)SC1=S)C1CCS(=O)(=O)C1 (stereo not drawn)	1%	-8%	?	7	nt	11%	-11%	2%	6%	2%
COc1ccc(C(=O)NCCSc2ccccn2)cc1	3%	-1%	-12%	0	-13%	-5%	5%	10%	14%	8%
COc1ccc(NC(=O)CCCCCN2C(=O)CCC2=O)cc1Cl	-5%	nt	nt	2	1%	-6%	1%	-4%	nt	-6%
CC(=O)c1ccc(S(=O)(=O)N2CCn3cccc3C2C)cc1 (stereo not drawn)	-1%	1%	-7%	3	nt	nt	11%	nt	-7%	-7%
COc1ccc(NC(=O)CC2(CC(=O)N3CCOCC3)CCCC2)cc1Cl	3%	12%	0%	0	nt	nt	2%	nt	9%	-14%
COc1ccc(S(N)(=O)=O)cc1C(=O)OCC(=O)Nc1ncc(Cl)c(C)c1Cl	nt	3%	-6%	-1	nt	nt	-1%	nt	-1%[46.1 µM]	-6%
CCOc1ccc(S(=O)(=O)N2CCC(C(=O)NCc3ccco3)CC2)cc1C	0%	-8%	-7%	5	-1%	5%	-2%	-2%	-13%	15%
Clc1ccc(N=NN2CCOCC2)cc1	-3%	-10%	-7%	7	nt	7%	-2%	10%	1%	-5%
CC(=O)c1cc(C(=O)N2CCCC(C(=O)c3ccc(Cl)cc3)C2)cs1 (stereo not drawn)	0%	1%	nt	-9	-17%	0%	-2%	130%[activator]	-7%	4%
CC(C)(C)NC(=O)CSc1nc2ccc(NC(=O)CSc3nnnn3Cc3ccccc3)cc2s1	-4%	nt	1%	-36	0%	6%	-9%	5%	-2%	-47%
COc1ccc(Br)cc1/C=N/NC(=O)C(c1ccncc1)N1CCOCC1 (stereo not drawn)	-4%	1%	1%	-3	2%	16%	6%	?	-2%[46.1 µM]	-13%
Cc1ccc(C)c(N2CCN(C(=O)CCC(=O)Nc3nnc(C(F)(F)F)s3)CC2)c1	-1%	3%	-3%	2	nt	-2%	-16%	3%	10%	-5%
CC1CC(C)CN(S(=O)(=O)c2ccc(C(=O)NCCCn3ccnc3)cc2)C1 (stereo not drawn)	-1%	?	-5%	2	-1%	-2%	2%	2%	9%	-59%[inhibitor]
O=S(=O)(NC1CC1)c1ccc(Cl)cc1F	2%	4%	-7%	-3	5%	7%	1%	-3%	-3%	0%
Cc1cc2cc(CNC(=O)CCC(=O)O)ccc2n1C	-6%	-16%	1%	6	-19%	6%	6%	?	6%	2%
C/C(=N\NC(=O)c1nnn(-c2nonc2N)c1CSc1ccccc1)c1ccco1	-18%	-7%	-4%	0	nt	15%	5%	-6%	-3%	-19%
O=C(COC(=O)c1ccc(O)cc1O)N=c1sccn1Cc1ccccc1Cl	?	23%	-4%	12	nt	nt	-5%	nt	3%	-17%
CC(NC(=O)c1ccc(F)cc1)c1ccc(F)cc1 (stereo not drawn)	5%	-1%	-6%	4	-8%	22%	5%	nt	2%[46.1 µM]	6%
O=C1CN(C(=O)CNC(=O)c2ccc(Cl)cc2Cl)CCN1	4%	20%	-5%	-6	-1%	3%	0%	-1%	-3%	-12%
COc1cc(-c2nnc(SCC3(c4ccccc4)OCCO3)o2)cc(OC)c1OC	4%	20%	1%	14	?	-4%	-1%	-6%	-1%	-19%
c1ccc(CCNc2ccccn2)nc1	nt	nt	-12%	nt	nt	nt	-3%	nt	-7%	14%
